KOR beta-arrestin-1: KOR agonists, beta-arrestin recruitment, primary screen, cell-based, luminescence, uHTS (AID 1777); actives 0.02% (n = 280,000); KOR beta-arrestin recruitment, luminescence; higher % means a stronger effect; activation, % at 10 µM; hits with a dose series show EC50 in µM; in the data active = activation above about 50%, passing the limit was not always enough; also: a part of the inactive calls stands beside numbers as strong as those of hits
Salmonella PhoP GFP: PhoP-dependent GFP reporter repression – Salmonella Typhimurium, primary screen (AID 1863); S. Typhimurium PhoP-regulated promoter GFP reporter, 4 h; higher % means a stronger effect; one-dose inhibition, % at 50 µM; IC50 in µM for titrated hits; actives 0.16% (n = 300,000);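 active = inhibition over 29.93%, a cutoff 3 SD above the screen mean, later confirmed by dose response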;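 also: 0% = low Mg2+ inducing control and 100% = high Mg2+ repressing control; strong numbers were not always called active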
GPR55 antagonists: inhibition of LPI-stimulated GPR55 beta-arrestin translocation – imaging, U2OS, beta-arrestin-GFP, LPI agonist, primary screen (AID 2013). actives 0.13% (n = 290,000). U2OS GPR55 beta-arrestin-GFP translocation imaging, LPI antagonism; higher % means a stronger effect. one-dose inhibition, % at 10 µM; IC50 in µM for titrated hits;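 active = spots per cell inhibited over 60%, with over 100 cells counted and total cytoplasm intensity under 500,000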;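 also: U2OS cells stably carrying GPR55 and arrestin-GFP stimulated by 5 µM LPI near EC80; imaged beta-arrestin-GFP aggregate spots per cell after agonist stimulation; plate controls were LPI-stimulated DMSO wells for no effect and DMSO wells without LPI for full effect; some results filed as inactive read as strong as hits; confirmed hits need IC50 under 10 µM and bright autofluorescent wells are also inconclusive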
T cell modulator: modulates CD8 T cell binding to vesicles; actives 0.068% (n = 330,000); calls only at 7 µM; 2C CD8+ T cell-vesicle binding, flow cytometry; stronger effect = lower value;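 active = response, share of CD8 T cells binding vesicles, and their 90th percentile fluorescence all below set limits, cut at about 80% in these data, passing the limit was not always enough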
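Benchmarks: naked versus QL9-loaded vesicles / Assay system: purified 2C TCR transgenic mouse naive CD8+ T cells / Technique: high-throughput flow cytometry with anti-B7-1 and anti-CD8 staining / Timing: Cell–vesicle co-incubation 1.5 h at 37 °C, staining 20 min on ice / Read-out: percent CD8+ FL2 mean versus row control / Probe or stimulus: QL9-loaded Drosophila micro-vesicles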
NTR1 agonist: agonists of NTR1, primary screen, imaging, U2OS cells, beta-arrestin-GFP, high content (AID 493036) | actives 0.17% (n = 330,000) | P30989 | activation, % at 20 µM | NTR1-U2OS beta-arrestin-GFP spot imaging, agonist mode;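 active = activation at or above 40% of the spot to cytoplasm intensity ratio, with at least 20 cells analyzed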;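 also: 0% = DMSO without peptide and 100% = 100 nM NTR1 peptide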
Target sequence (P30989 whole entry, looked up): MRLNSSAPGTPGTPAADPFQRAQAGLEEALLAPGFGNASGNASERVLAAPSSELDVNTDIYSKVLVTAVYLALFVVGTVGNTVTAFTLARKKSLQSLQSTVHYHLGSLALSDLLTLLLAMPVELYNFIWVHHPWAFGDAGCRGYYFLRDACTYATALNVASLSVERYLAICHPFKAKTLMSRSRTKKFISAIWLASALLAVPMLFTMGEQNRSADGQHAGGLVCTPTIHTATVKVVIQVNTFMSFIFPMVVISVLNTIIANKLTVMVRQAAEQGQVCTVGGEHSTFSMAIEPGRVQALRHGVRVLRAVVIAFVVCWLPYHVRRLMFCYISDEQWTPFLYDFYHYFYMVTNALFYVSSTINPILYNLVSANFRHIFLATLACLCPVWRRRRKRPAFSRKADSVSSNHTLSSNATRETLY
GPR35 arrestin U2OS: GPR35 antagonists blocking zaprinast-driven arrestin recruitment, primary screen, imaging, U2OS, beta-arrestin-GFP, zaprinast agonist (AID 2058); actives 0.052% (n = 290,000); U2OS GPR35 beta-arrestin-GFP translocation imaging, zaprinast antagonism; higher % means a stronger effect; inhibition, % at 10 µM, or IC50 in µM where a hit was titrated;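 active = inhibition of at least 50% with at least 30 cells and total cytoplasm GFP at most 10,000,000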
KOR beta-arrestin-2: kappa opioid receptor blockers – cell-based, luminescence, uHTS (AID 1778). KOR beta-arrestin recruitment, luminescence, antagonist mode; higher % means a stronger effect. one-dose inhibition, % at 10 µM; IC50 in µM for titrated hits. actives 0.091% (n = 290,000); in the data active = inhibition above about 50%; also: strong numbers were not always called active
GPR55 activation: selective activators of receptor GPR55 – imaging, U2OS cells, beta-arrestin-GFP redistribution, primary screen (AID 1961) | U2OS GPR55 beta-arrestin-GFP redistribution imaging; higher % means a stronger effect | activation, % at 10 µM, or EC50 in µM where a hit was titrated | actives 0.048% (n = 290,000);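 active = activation above 40% with more than 50 cells counted in the well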;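 also: U2OS osteosarcoma cells stably expressing GPR55 and beta-arrestin-GFP; plate controls were DMSO negative control for no effect and LPI positive control for full effect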
West Nile antiviral: inhibition of WNV-induced cytopathic effect – cell-based, CPE readout (AID 1621). CPE inhibition, % at 10 µM; hits with a dose series show IC50 in µM. actives 0.02% (n = 290,000). West Nile virus-infected cells, CPE inhibition; higher % means a stronger effect; in the data active = a potency from the dose series; also: strong numbers were not always called active
T cell modulator vesicle-bound %: second read-out of T cell modulator, no call of its own (marks repeat the call); double positive events, %; measured here: CD8+ vesicle-bound cell fraction;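 binding gate set so that unloaded-vesicle control wells show 10% double positive cells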
NTR1 agonist cell count 20 µM: also measured in NTR1 agonist; calls as there; cell count; measured here: cell count, cytotoxicity flag
Active calls of the source: *; i = inactive; / = not tested or not shown; [ ] = dose if it differs, or a comment.

compound | GPR35 arrestin U2OS | KOR beta-arrestin-2 | West Nile antiviral | NTR1 agonist | NTR1 agonist cell count 20 µM | GPR55 activation | KOR beta-arrestin-1 | T cell modulator | GPR55 antagonists | Salmonella PhoP GFP | T cell modulator vesicle-bound %
COC(=O)c1ccc(NS(=O)(=O)c2ccc3c(c2)oc(=O)n3C)cc1 | 1% | 6% | -0.7% | -0.1 | 56 | -0.1% | 6.4% | i | -9% | 10% | 62
Cc1ccc(Cn2nnc3c(=O)[nH]c(C4CCCN(C(=O)Nc5ccc(F)cc5F)C4)nc32)cc1 (centres undefined) | 3% | -15% | -0.5% | 1.4 | 51 | -0.2% | 4.2% | i | -3% | 7% | 42
Cc1c(CN2CC[C@@H](N3CCN(c4ccccn4)CC3)[C@H](O)C2)[nH]c2ccc(F)cc12 | -5% | -11%[20 µM] | -1.6% | 4.9 | 57 | -0.4% | -0.7% | i | -7% | 2% | 51
CC(C)N(C(=O)Cn1cc(SCC(=O)N2CCCC2)c2ccccc21)C(C)C | -16% | 14% | -0.6% | 2.8 | 68 | -0.4% | -5.0% | i | 8% | 7% | 50
COc1ccccc1NC(=O)CCN1C(=O)c2ccccc2S1(=O)=O | -4% | -31%[20 µM] | 0.6% | 3.8 | 40 | -0.1% | -1.6% | i | 17% | 2% | 26
CCn1c(SCC(=O)c2[nH]c(C)c(C(C)=O)c2C)nnc1-c1cccs1 | -4% | -14% | -0.9% | 0.0 | 75 | -0.1% | 3.5% | i | -21% | -8% | 15
COc1ccc(-n2cnnc2SCC(=O)N(C)C2CCS(=O)(=O)C2)cc1 (centres undefined) | -5% | -3% | 0.1% | -0.5 | 97 | -0.2% | -7.6% | i | 7% | -9% | 31
NC(=O)NOCc1ccccc1 | -3% | -7% | 0.9% | -0.7 | 40 | 0.6% | -4.2% | i | -4% | 11% | 13
Cc1ccc(C)c(NS(=O)(=O)c2ccc3c(c2)NC(=O)CO3)c1 | 4% | 6% | -1.1% | 0.7 | 54 | -0.1% | -3.3% | i | 5% | -4% | 7
CC1=C(C(=O)OCC(C)C)C23C(=O)c4ccccc4C2(O1)OC(N)=C3C#N (centres undefined) | -1% | -6% | 1.1% | 1.3 | 68 | 0.3% | / | i | -1% | 8% | 3
O=C(Cn1c(=O)sc2ccccc21)Nc1ccccc1C(=O)O | -4% | 6% | / | -2.4 | 49 | -0.2% | 1.7% | i | -3% | 8% | 32
COc1ccc(F)cc1S(=O)(=O)NCc1cc(=O)n(C)c(=O)n1C | -2% | 5% | 0.4% | -0.5 | 75 | 0.3% | 0.5% | i | 2% | 1% | 6
O=c1c2oc3ccccc3c2ncn1Cc1ccccc1Cl | -12% | -1% | -1.2% | -0.3 | 72 | 0.1% | 4.6% | i | 13% | -8% | 50
N/C(=N/S(=O)(=O)c1ccccc1)c1cccc([N+](=O)[O-])c1 | 10% | -30%[20 µM] | -1.1% | 1.4 | 59 | 0.2% | / | i | 7% | -3% | 55
CCN(Cc1ccncc1)C(=O)CCc1ccccc1 | 0% | -17% | -0.7% | -0.6 | 78 | -0.1% | -4.5% | i | -5% | 1% | 62
CC1(C)CC(N(Cc2ccccc2)C(=O)Cc2ccccc2)CCO1 (centres undefined) | 4% | -7%[20 µM] | -0.5% | 3.1 | 46 | -0.1% | / | i | 11% | 3% | 24
CCCCCc1c(C)nc(Nc2ccccc2)[nH]c1=O | 7% | -40% | -0.2% | 6.3 | 36 | -0.2% | 1.2% | i | -8% | -9% | 15
CCC(c1nnnn1Cc1ccc(OC)cc1)N1CCN(c2ccc(OC)cc2)CC1 (centres undefined) | 0% | -23% | -0.5% | -1.0 | 51 | -0.1% | 6.7% | i | -7% | -4% | 46
CCOC(=O)Cc1c(C)nc2cc(-c3ccc(C)cc3)[nH]n2c1=O | 1% | 13% | 0.0% | -1.6 | 69 | 0.7% | 4.2% | i | 0% | -2% | 56
CCCCOC(=O)C1Cc2ccccc2C(=O)O1 (centres undefined) | 9% | 9% | 0.7% | 2.3 | 86 | -0.1% | -2.8% | i | 10% | -5% | 34
O=C(CCCN1C(=O)c2cccc3cccc(c23)C1=O)NCc1cccs1 | -8% | -40% | 0.0% | -0.7 | 24 | 1.2% | -1.3% | i | 2% | 4% | 24
Cc1ccsc1/C=N/NC(=O)CN1CCN(S(=O)(=O)c2ccc(Br)cc2)CC1 | -11% | -8% | / | 0.1 | 45 | 0.5% | 4.5% | i | 1% | 0% | 44
CC(=O)Nc1cccc(CNCc2cccc(NC(C)=O)c2)c1 | -6% | 12% | 0.6% | -0.9 | 97 | 0.0% | -4.1% | i | 7% | -4% | 63
Cc1ccc(-c2[nH]ncc2C(=O)c2cccc(F)c2)c(O)c1 | -3% | -20% | -0.6% | 0.7 | 52 | 0.0% | 3.9% | i | -3% | -3% | 36
CCC(C)NC(=O)C1CCC(CNS(=O)(=O)c2ccc3c(c2)N(C(C)=O)CCO3)CC1 (centres undefined) | -2% | -17% | -0.1% | -0.1 | 69 | 0.0% | 1.7% | i | 9% | 5% | 25
CCOc1ccc(CC(=O)NNC(=S)Nc2ccccc2)cc1Br | 4% | 0% | -0.3% | 0.7 | 57 | -0.1% | 0.1% | i | -2% | -5% | 43
CC(=O)N1CCc2cc(S(=O)(=O)N3CCc4ccccc4C3)ccc21 | -12% | -7% | -0.8% | -0.4 | 49 | -0.1% | 1.3% | i | -2% | -1% | 57
O=C(CSc1n[nH]c(-c2ccncc2)n1)NCCc1ccccc1 | 0% | 1% | 0.4% | 0.7 | 41 | -0.1% | 1.6% | i | 9% | -4% | 38
C/C(=N/NC(=O)c1ccc(C)s1)c1cccc(NC(=O)COc2ccc(Cl)cc2Cl)c1 | 4% | -66% | -0.1% | 9.0 | 57 | 0.0% | 14% | i | 9% | -3% | 17
Cc1nc(N2CCN(c3ccccn3)CC2)c2c(C)c(C(=O)Nc3ccc(F)cc3)sc2n1 | 0% | 12% | 0.9% | 3.9 | 64 | -0.3% | 5.0% | i | 22% | 4% | 35
CCOC(=O)Cc1cc(-c2ccc(F)cc2)nc2ccc3ccccc3c12 | -8% | 1% | 0.1% | / | / | 0.2% | 6.3% | i | 5% | -1% | 43
COc1ccc(NC(=O)N2CCOCC2)cc1OC | -2% | -12% | 0.3% | -1.1 | 63 | 0.0% | 0.3% | i | 7% | 25% | 33
CC(C)NC(=O)NC(=O)COC(=O)CCCSc1nc2ccccc2s1 | -5% | -7% | -0.4% | -0.2 | 94 | -0.2% | -5.6% | i | -1% | -3% | 25
CCOc1ccccc1N1CC(C(=O)N2CCc3ccccc32)CC1=O (centres undefined) | -1% | -7% | -0.5% | -1.6 | 39 | -0.2% | -4.2% | i | -9% | -7% | 24
O=C1CCC(C(=O)N2CCSCC2)CN1Cc1ccc(Cl)cc1 (centres undefined) | 6% | -21% | -0.3% | -0.3 | 63 | 0.2% | 1.9% | i | 14% | 0% | 24
COc1cccc(C(=O)Nc2nc3ccc(S(C)(=O)=O)cc3s2)c1 | -15% | 5% | 0.7% | 0.7 | 55 | 0.1% | -3.8% | i | 8% | 1% | 39
CCCOc1ccc(/C=C2\SC(N)=NC2=O)cc1OC | 6% | 14% | 0.5% | 2.1 | 100 | -0.3% | -5.2% | i | 0% | -3% | 59
CCc1c(C)nc2cc(-c3ccc(OC)c(OC)c3)nn2c1NCC1CC1 | 9% | 4% | / | 16 | 57 | -0.1% | 0.9% | i | -26% | -5% | 2
COC(=O)C(NC(=O)c1ccco1)(Nc1ccc(Br)cn1)C(F)(F)F (centres undefined) | -1% | 20% | 0.1% | -1.1 | 38 | -0.2% | 10% | i | 29% | -11% | 45
O=C(O)CC/C(=N\NC(=O)CNC(=O)/C=C/c1ccccc1)c1ccccc1 | 2% | 5% | 0.1% | 0.4 | 57 | -0.3% | 4.8% | i | 3% | -1% | 28
CC(C)=NOc1nc(N2CCOCC2)nc(N2CCOCC2)n1 | 4% | 40% | 0.0% | -1.1 | 36 | 0.3% | 2.4% | i | 0% | 2% | 21
O=C(OCC1OC(n2cc(Br)c(=O)[nH]c2=O)C(Br)C1O)c1ccccc1 (centres undefined) | -16% | 11% | -0.1% | -0.3 | 75 | 1.1% | 3.7% | i | 12% | -5% | 19
COc1ccc(-c2[nH]ncc2CNCC(C)(C)N2CCOCC2)cc1F | 3% | 7%[20 µM] | 0.6% | -0.1 | 70 | 0.3% | / | i | 6% | -4% | 58
COc1ccc(NS(=O)(=O)c2cccc3nsnc23)cc1OC | 10% | -8% | -0.5% | 0.8 | 43 | -0.1% | -3.1% | i | 8% | -3% | 24
O=Nc1c2nc3ccccc3n(O)c-2c2ccccc12 | 11% | 6% | 2.3% | 3.6 | 69 | -0.2% | -4.3% | i | 8% | 25% | 46
COCCN(Cc1ccc(C)c(Br)c1)C(=O)Cn1cnc(S(=O)(=O)N2CCCC2)c1 | 28% | -8% | 0.0% | -0.9 | 54 | 0.1% | 3.0% | i | 5% | 1% | 42
Cc1ccc(CN2[C@@H](c3ccccc3)COCCS2(=O)=O)cc1 | 21% | -10%[20 µM] | -1.0% | 3.3 | 69 | -0.3% | -1.7% | i | 2% | 1% | 54
CCc1nnc(NC(=O)CN2CCN(c3nc(-c4ccccc4)cs3)CC2)s1 | 0% | 15% | -0.5% | 3.0 | 60 | -0.2% | -1.0% | / | 6% | -14% | /
O=C(NCc1ccccc1)C1CC(=O)N(C2CCCCCC2)C1 (centres undefined) | 6% | 2% | 0.1% | -0.2 | 67 | -0.4% | 0.2% | i | 4% | -2% | 21
CCOC(=O)NNC(=O)CCn1c2c(c3ccccc31)CCCC2 | -13% | -16% | 1.0% | 2.2 | 54 | -0.1% | 0.7% | i | -6% | -10% | 36
CCOC(=O)N1CCN(S(=O)(=O)c2ccc(OCC(=O)OC)c(Cl)c2)CC1 | 0% | 1% | -0.1% | 3.4 | 54 | 0.3% | 4.8% | i | -5% | -6% | 8
O=C(Nc1nc2ccsc2c(=O)s1)c1ccc(Cl)cc1 | 4% | 3% | 0.2% | 0.8 | 53 | -0.1% | 0.8% | i | 11% | -5% | 27
CC(C)c1ncc(S(=O)(=O)c2ccc(C(F)(F)F)cn2)c(N)n1 | 0% | -13% | -0.5% | 0.2 | 59 | -0.1% | 2.0% | i | 2% | -7% | 25
Cc1ccccc1-c1nn(-c2ccc(F)cc2F)cc1CNCC(C)O (centres undefined) | 1% | 7%[20 µM] | -0.9% | -0.8 | 86 | -0.1% | / | i | 25% | 7% | 48
CCOCCCn1c(NN)nc2ccccc2c1=O | -11% | -8% | -0.2% | 2.7 | 49 | -0.1% | -7.6% | i | 5% | -3% | 5

High-throughput results deposited in PubChem BioAssay by several laboratories.
